# FAS TE block: inhibitors of human fatty acid synthase thioesterase domain. inhibition, % at 15 µM. P49327. recombinant FAS-TE, OMFH fluorogenic substrate, fluorescence endpoint. hit rate 0.67% among 360,000;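 active means compounds whose normalised, plate-corrected inhibition of enzyme fluorescence in the single-dose primary screen is 50% or more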;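 further: 0% = DMSO with enzyme and 100% = substrate without enzyme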
# CSN inh: inhibitors of human CSN-mediated cullin deneddylation | hit rate 0.38% among 360,000 | Purified CSN, SCF-Nedd8-OG deneddylation, fluorescence polarization | inhibition, % at 12.5 µM | Q92905;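 active means pattern-corrected inhibition above about 35%, with an unprinted fluorescence ratio check between 0.5 and 1.5, limit read from the data, passing the limit was not always enough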;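 further: 0% = enzyme with substrate and 100% = substrate without enzyme; some results filed as inactive read as strong as hits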
# Target sequence (Q92905 whole entry, looked up, one chain of several): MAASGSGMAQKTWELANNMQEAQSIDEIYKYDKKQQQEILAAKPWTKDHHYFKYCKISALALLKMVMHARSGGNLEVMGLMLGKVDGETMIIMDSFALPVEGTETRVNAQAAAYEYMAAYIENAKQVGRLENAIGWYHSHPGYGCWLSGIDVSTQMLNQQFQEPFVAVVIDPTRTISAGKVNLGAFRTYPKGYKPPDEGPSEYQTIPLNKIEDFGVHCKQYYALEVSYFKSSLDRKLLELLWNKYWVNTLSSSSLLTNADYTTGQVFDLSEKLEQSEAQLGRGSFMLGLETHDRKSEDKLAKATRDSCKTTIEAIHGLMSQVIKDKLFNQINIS
#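 Test system: purified human Csn5 enzyme expressed in HEK293T cells. Amount: 0.24 nM enzyme. Reagent: SCFSkp2-Nedd8OG substrate at 10 nM final. Schedule: 90 min incubation of compound, enzyme and substrate at room temperature. Detection: fluorescence polarization. Read-out: % inhibition of substrate cleavage by Csn5.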
# Rin1 Abl inh: blocks binding of human Rin1 to Abl | P00519+Q13671 | inhibition, % at 7.35 µM | hit rate 0.4% among 360,000 | TR-FRET Rin1/Abl binding, biochemical; in the data active means inhibition above about 5%, passing the limit was not always enough
# MsrA act: activates bovine MsrA enzyme. purified bovine MsrA, absorbance read-out. activation, % at 10.6 µM. hit rate 0.3% among 360,000. AID 602163; in the data active means activation above about 7.5%;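 further: 0% = vehicle and 100% = reference activator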
# eLon inh: inhibitors of E. coli Lon protease; P0A9M0; purified E. coli Lon protease, fluorescence polarization; inhibition, % at 7.94 µM; hit rate 0.42% among 360,000; AID 602123; in the data active means inhibition above about 13%, passing the limit was not always enough;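 further: 0% = enzyme with probe and DMSO and 100% = no enzyme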
# Target sequence (P0A9M0 whole entry, looked up): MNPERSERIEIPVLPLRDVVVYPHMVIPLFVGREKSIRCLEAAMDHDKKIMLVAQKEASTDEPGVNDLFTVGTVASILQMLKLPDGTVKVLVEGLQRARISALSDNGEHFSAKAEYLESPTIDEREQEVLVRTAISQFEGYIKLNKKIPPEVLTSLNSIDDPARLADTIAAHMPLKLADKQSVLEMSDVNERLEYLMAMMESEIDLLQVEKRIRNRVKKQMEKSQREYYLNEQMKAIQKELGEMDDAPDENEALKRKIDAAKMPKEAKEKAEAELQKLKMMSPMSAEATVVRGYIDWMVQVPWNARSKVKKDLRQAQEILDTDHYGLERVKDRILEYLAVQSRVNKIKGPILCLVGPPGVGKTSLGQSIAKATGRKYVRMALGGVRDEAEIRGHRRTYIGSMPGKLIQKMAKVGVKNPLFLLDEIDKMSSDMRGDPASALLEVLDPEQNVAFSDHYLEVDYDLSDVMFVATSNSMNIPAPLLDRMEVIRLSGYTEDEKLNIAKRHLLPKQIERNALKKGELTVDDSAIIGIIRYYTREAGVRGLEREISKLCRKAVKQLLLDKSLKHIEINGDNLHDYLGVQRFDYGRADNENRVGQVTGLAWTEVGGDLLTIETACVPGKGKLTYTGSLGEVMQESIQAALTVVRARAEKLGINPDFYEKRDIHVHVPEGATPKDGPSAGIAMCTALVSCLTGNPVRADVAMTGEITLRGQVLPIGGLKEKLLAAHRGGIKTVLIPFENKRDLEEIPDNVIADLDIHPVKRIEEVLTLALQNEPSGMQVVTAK
# Neddylation inh: cullin neddylation inhibition. AID 651699. TR-FRET cullin neddylation, biochemical. calls only at 25 µM. hit rate 0.58% among 360,000. P61081+Q13564; in the data active means inhibition above about 36%
# Tb MetRS inh: Trypanosoma brucei MetRS inhibition | purified T. brucei MetRS, ATP depletion, Kinase-Glo luminescence | inhibition, % at 11.9 µM | hit rate 0.4% among 360,000 | AID 624268;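 active means inhibition above a per-plate cutoff of the control wells' mean inhibition plus 3 SD, cut at about 5.5% in these data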;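 further: 0% = DMSO wells median and 100% = median of wells with control inhibitor compound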
#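 Test system: purified T. brucei MetRS enzyme. Also added: ATP, methionine and E. coli bulk tRNA substrates. Compound: 11.9 µM single point. Schedule: 15 min enzyme-compound preincubation, 2 h reaction, 10 min detection, 25 °C. Signal: luciferase luminescence of residual ATP, Kinase-Glo. Evaluation: percent inhibition versus plate control medians. Controls: DMSO wells, low control.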
# MsrA inh: inhibitors of bovine MsrA; purified bovine MsrA, absorbance read-out; inhibition, % at 15.5 µM; hit rate 0.75% among 360,000; in the data active means inhibition above about 4.5%;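 further: 0% = vehicle wells with enzyme and 100% = reference inhibitor wells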
# MLLE-PAM2 inh: blocks PAM2 peptide binding to the PABP1 MLLE domain; P11940; GST-MLLE / FITC-PAM2 fluorescence polarization; inhibition, % at 20 µM; hit rate 0.36% among 360,000; AID 588489; in the data active means inhibition above about 35%, passing the limit was not always enough;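 further: plate controls were DMSO wells with GST-MLLE for no effect and wells lacking GST-MLLE protein for full effect; some results filed as inactive read as strong as hits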
# The depositor's hits bear a star; i = inactive; x = no result given.
SMILES,FAS TE block,CSN inh,Rin1 Abl inh,MsrA act,eLon inh,Neddylation inh,Tb MetRS inh,MsrA inh,MLLE-PAM2 inh
COc1cc(NC(=O)COC(=O)CNC(=O)C2CCCCC2)cc(OC)c1,-6.9,-5.7,1.6,-1.7,1.1,i,-0.1,0.3,-3.8
CCOc1ncccc1C(=O)OCC(=O)NCc1cccs1,-3.3,-0.5,7.2,-2.3,-8.7,i,-0.1,-0.9,-3.8
COC(=O)/C=C1\OC(c2ccccc2)c2ccccc21 (centres undefined),x,5.5,x,x,x,i,-0.8,0.5,x
COc1ccccc1-c1cc(-c2ccccc2)nc(=O)[nH]1,-2.3,1.6,0.7,-3.0,3.4,x,-0.9,3.6,2.6
O=C(CN1CCC(n2nnc3cc(C(F)(F)F)ccc32)CC1)NCc1cccs1,-0.7,12.5,1.7,-1.6,4.0,i,-0.2,0.6,3.4
COc1ccc(-c2csc(N(CC3CCCO3)C(=O)c3cccs3)n2)cc1 (centres undefined),6.7,-3.0,-4.0,0.5,-5.3,i,-0.2,1.4,10.4
CSc1ncccc1C(=O)N1CCN(S(=O)(=O)c2ccc3ccccc3c2)CC1,13.4,3.7,1.4,-3.3,-10.2,i,-0.4,1.4,-20.0
C#CCN1Cc2ccccc2Oc2cc(Br)ccc2S1(=O)=O,26.5,-1.9,-1.8,-1.2,0.0,i,-0.3,0.6,-2.5
O=C(Nc1cccc(C(=O)N2CCOCC2)c1)c1ccc([N+](=O)[O-])cc1,-4.0,-0.1,2.4,-4.8,-4.2,i,0.1,-0.2,1.8
Cc1ccc(-n2c(=O)c3sccc3n(Cc3cc(=O)n4cc(Cl)ccc4n3)c2=O)cc1F,7.2,-0.2,0.9,-5.9,-22.8,i,-1.0,-0.4,3.9
O=c1[nH]c(NCCO)nc2c1C1(CCCC1)Cc1ccccc1-2,3.8,0.3,-1.7,-2.2,-1.6,x,0.3,3.1,-12.9
CCCc1cc(=O)[nH]c(SCC(=O)N2CCCCCC2)n1,-8.4,0.0,-0.4,-2.9,12.5,i,-0.1,0.9,11.0
O=c1ccn(Cc2ccccc2Cl)cc1,-5.4,-5.3,0.1,0.5,2.5,i,-0.5,-0.5,-12.8
COc1ccc(C2CC(c3ccccc3)=NN2C(=O)COC(=O)c2cccnc2)cc1 (centres undefined),-5.1,-0.9,-1.3,-5.7,-0.4,i,-1.2,-1.3,-12.0
S=c1[nH]nc(-c2ccc(Cl)cc2)n1-c1cccnc1,-1.5,0.6,2.2,-1.1,-2.5,i,-0.1,-1.1,-43.1
S=c1nc(-c2sccc2OCc2ccc(Cl)cc2Cl)[nH][nH]1,2.1,5.5,2.7,5.9,-2.8,i,8.6*,0.4,37.4*
CNC(=O)CSc1nnc(-c2cccc(S(=O)(=O)N3CCOCC3)c2)n1-c1ccc(F)cc1,-3.1,2.4,-0.6,-1.7,-10.4,i,-1.1,1.9,-34.5
CCCCn1c(N)c(N(C)C(=O)c2ccc(Br)o2)c(=O)[nH]c1=O,2.8,-0.3,-1.9,-8.4,5.6,i,-0.4,-0.5,4.0
N#CCCCc1cc2ccccc2cn1,-3.6,-6.0,-1.7,-11.7,-1.6,i,-2.4,-1.1,-1.1
COC(=O)C(C)Nc1cccc(Br)c1 (centres undefined),-2.3,6.2,-0.7,-3.6,11.2,i,0.1,-0.5,17.6
Cc1cc(C)c(NC(=O)COC(=O)c2ccc([N+](=O)[O-])s2)c(C)c1,-4.3,3.4,-0.6,-3.7,-0.9,i,-0.2,0.5,10.3
CNC(=O)c1c(NC(=O)C(C)C)sc2c1CCC2,-5.4,-4.9,-0.6,-5.9,-12.4,i,-0.4,1.7,10.7
CN=c1scc(C)n1/N=C/c1ccc(O)cc1O,-1.9,-0.5,-5.5,-6.2,-2.6,i,-0.4,3.4,-21.3
CN(c1ccccc1)S(=O)(=O)c1ccc(Cl)c(C(=O)NCc2ccco2)c1,5.7,8.4,2.5,-1.9,5.2,i,-0.2,-1.1,-2.2
CCc1cccc(NC(=O)c2cc(OC)c(OC)c(OC)c2)c1,4.5,1.9,3.5,-7.7,14.2,i,-1.2,0.1,2.1
Cc1ccc(CN2C(=O)C(Cc3ccccc3)Nc3ncnc(N4CCOCC4)c32)cc1 (centres undefined),0.2,-0.8,4.0,-1.1,-0.2,i,-0.2,0.7,6.7
Cc1ccc(C(=O)N/N=C\c2ccc([N+](=O)[O-])o2)cn1,-0.9,1.7,-5.5,-4.1,4.0,i,-0.1,1.0,-10.2
O=[N+]([O-])c1ccccc1N/N=C1\CCc2ccccc21,-4.7,-5.0,1.4,-3.2,-5.8,i,-0.4,0.6,-2.8
O=C(NCC1CCCN1S(=O)(=O)c1cccs1)c1ccccc1F (centres undefined),-4.2,2.2,3.0,-3.6,-5.8,i,0.7,0.1,4.0
COc1ccc(NC(=O)c2ccc(OC)cc2)cc1,-3.5,-0.5,1.6,-5.7,3.0,i,-1.6,1.4,-3.8
O=C(COC(=O)c1ccc[nH]c1=O)NC1CCCc2ccccc21 (centres undefined),-5.7,-2.0,-3.4,-9.7,4.4,i,-0.1,0.9,1.8
Cc1ccccc1-c1cnc(C(O)c2c(C)cccc2C)[nH]1 (centres undefined),-8.8,0.2,1.2,-5.1,9.9,i,-0.2,1.6,-10.6
CN(C(=O)c1cccc(C#N)c1)c1nnc(-c2cnccn2)s1,-8.9,5.4,-2.0,-7.2,-14.8,i,-0.1,-0.2,9.7
COc1cccc(OC)c1C1=CC(=O)C[C@H](c2ccc3c(c2)OCO3)C1,21.0,-9.0,-0.1,-1.1,-1.9,i,0.0,1.9,6.9
Brc1ccc(CSc2ccc3nnc(-c4ccccn4)n3n2)cc1,10.1,-5.2,-2.1,-2.3,-11.9,i,0.1,-0.2,-11.6
CCN(CC)C(=O)CN1C(=O)C2(NC(=O)c3ccccc3N2)c2ccccc21 (centres undefined),-6.3,3.0,1.1,-4.2,4.8,x,0.2,0.1,-21.9
COC(=O)[C@@]1(Cc2ccc(OC)cc2)[C@H]2c3cc(C(=O)N(C)C)n(CCSCCO)c3C[C@H]2CN1C(=O)c1ccccc1,-4.4,-1.6,-0.8,-9.4,7.0,i,-0.3,x,0.3
COc1ccc(-c2cc(NC=O)c3ncc(-c4cc(OC)c(OC)c(OC)c4)n3c2)c(OC)c1,12.2,8.9,-5.8,-4.2,-12.9,i,-0.1,-1.1,-23.9
O=C(/C=C/Nc1ccccc1Oc1ccccc1)c1ccco1,24.7,4.1,3.9,-5.8,-4.7,i,-0.3,1.6,-15.7
Cc1cc(C)c(C)c(C(=O)COC(=O)CNC(=O)CNC(=O)c2ccco2)c1C,-1.1,1.3,1.6,-2.6,-0.6,i,0.1,0.7,-1.0
O=C1c2cccnc2Nc2ccccc2N1CCCF,-5.3,-1.0,-3.0,-5.0,8.7,i,-1.0,-0.6,-9.2
COc1ccc(NC(=O)c2cc(C)on2)cc1,-3.2,-1.8,-0.6,-1.9,-17.0,i,-0.3,-0.8,5.4
CCc1ccc(CNCc2ccc(OCC(O)CN(C)Cc3ccccc3)cc2)nc1 (centres undefined),-1.9,-1.8,-1.6,1.0,-4.3,i,-0.1,-0.4,-3.0
O=C(Nc1ccccc1OC(F)(F)F)c1ccc([N+](=O)[O-])cc1,6.1,-1.9,-0.9,-2.9,-4.0,i,-0.1,0.0,5.8
Cc1ccc(NC(=O)c2ccc3nsnc3c2)c(C)c1,-5.6,4.2,-4.6,-7.4,-6.5,i,-0.3,1.0,-5.0
C/C(=N\NS(=O)(=O)c1ccccc1)c1ccccc1,1.8,-1.8,0.7,-1.4,-1.1,i,0.8,1.7,-9.5
Cn1c(SCC(=O)NCc2cccs2)nnc1-c1cccs1,-4.9,-0.3,-3.3,-2.5,1.3,i,-1.0,-0.5,-0.7
O=C(CNC(=O)c1ccccc1F)N/N=C/c1ccc2c(c1)OCO2,-2.6,-0.4,-3.4,-2.8,-4.4,i,0.1,0.7,2.2
COC(=O)[C@]12CCCCC=C1N(Cc1ccco1)C(=O)[C@H](CC(=O)NCCC(C)C)C2,-6.9,-2.2,x,-11.1,4.6,i,-0.9,0.1,x
C/C=C/C=C/C(=O)N1CC2(CC(c3cccc(NC(=O)/C=C/C)c3)=NO2)C[C@@H]1C(N)=O (some centres undefined),-11.5,3.8,2.7,-4.3,12.9,i,-0.3,-0.7,-10.9
CNC(=S)NN(C)c1nc(C)cc(C)n1,-4.6,1.7,-0.3,-6.9,-3.1,i,-1.0,-0.3,2.5
CC(=O)NC(Cc1c[nH]c2ccccc12)C(=O)NCc1ccc2c(c1)OCO2 (centres undefined),-3.6,-11.0,-0.7,-14.7,-12.8,i,-1.6,0.4,9.3
Cc1ccccc1CSc1ncnc2ccccc12,14.6,-0.7,-2.4,-1.5,-1.5,i,-0.5,-0.2,5.2
O=C(C[n+]1ccccc1)N/N=C/c1ccccc1[N+](=O)[O-],-6.9,10.7,-0.8,-10.9,-15.2,i,-1.2,0.9,-5.7
O=C(CCC(=O)N1CCCC1)Nc1nnc(C(F)(F)F)s1,-5.7,-1.0,3.7,-10.8,4.7,i,-1.5,0.4,-6.5
O=C(O)CC(NC(=O)c1cccc(F)c1)c1ccc(OC2CCCC2)cc1 (centres undefined),2.7,3.8,-2.9,-2.0,2.4,i,-0.5,0.2,6.8
CC1(C)CC(=O)c2cnc(NC(=O)CSC(=S)N3CCCCC3)nc2C1,-5.6,1.0,2.1,-1.8,-6.7,i,0.1,0.9,16.2
COc1ccc(CNC(=O)C(=O)NCCCn2ccnc2)cc1,-5.5,-8.9,0.7,-3.1,-9.9,i,-0.7,0.2,-0.2
CCc1ccccc1N1CSC2=C(C#N)C(c3cc(OC)c(OC)cc3OC)CC(=O)N2C1 (centres undefined),-3.7,5.0,2.4,3.4,-5.3,i,0.2,2.0,-26.2
CCN(CC(=O)NCc1ccc(F)cc1)S(=O)(=O)c1ccc(C)cc1,-0.7,2.1,0.8,-4.6,7.0,i,-1.2,0.4,-0.6

# Arranged by value in Tb MetRS inh (falling): some entries from above
molecule | Tb MetRS inh
CC1(C)CC(=O)c2cnc(NC(=O)CSC(=S)N3CCCCC3)nc2C1 | 0.1
COC(=O)[C@]12CCCCC=C1N(Cc1ccco1)C(=O)[C@H](CC(=O)NCCC(C)C)C2 | -0.9
CNC(=S)NN(C)c1nc(C)cc(C)n1 | -1.0

# Copied from the list.
# `C/C(=N\NS(=O)(=O)c1ccccc1)c1ccccc1` in MsrA inh: 1.7
# `CCc1ccccc1N1CSC2=C(C#N)C(c3cc(OC)c(OC)cc3OC)CC(=O)N2C1` (centres undefined) in MsrA act: 3.4

# Additional compounds.
SMILES,FAS TE block,CSN inh,Rin1 Abl inh,MsrA act,eLon inh,Neddylation inh,Tb MetRS inh,MsrA inh,MLLE-PAM2 inh
O=C(N/N=C/c1ccc(O)c2ncccc12)c1cccc(Br)c1,8.1,0.5,4.4,15.3*,-16.2,i,-0.4,3.0,-42.3
CC(=O)c1c(OCC(=O)O)ccc2c(C)cc(=O)oc12,-7.3,0.4,0.4,-4.3,3.5,i,-0.6,0.9,-2.0
CCC(CC)Nc1ccc(C(CC(N)=O)NC(=O)c2ccccc2)cc1[N+](=O)[O-] (centres undefined),-9.1,-4.8,-3.5,-2.1,-6.1,i,0.0,-0.8,1.4
CCOc1c(Cl)cc(/C=C/C(=O)N(CC)CC(=O)NCc2cccs2)cc1OC,1.0,1.2,0.6,-0.2,-1.0,i,-0.3,-0.2,4.3

# Assay outcomes (PubChem)
